Bioassay records: PubChem BioAssay, several laboratories
HMGR II inh: inhibitors of class II HMG-CoA reductase from Enterococcus faecalis. hit rate 0.41% among 190,000. purified E. faecalis HMGR, NADPH absorbance 340 nm kinetic. inhibition, % at 10 µM;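 active means inhibition above a set limit, the median over all tested compounds plus 3 SD, cut at about 9.5% in these data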;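 further: enzyme runs in reverse so mevalonate oxidation gives rising NADPH absorbance; 0% = complete reaction with DMSO and 100% = background rate lacking mevalonate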
Lmaj promast: inhibitors of Leishmania major promastigote growth; Leishmania major promastigotes, resazurin fluorescence viability; inhibition, % at 10 µM; hit rate 9% among 200,000; AID 1063; in the data active means inhibition above about 50%;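 further: promastigotes grown with compound for 44 hours at 28 °C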
PMI act hi M6P: increases human PMI activity with near-saturating mannose 6-phosphate. P34949. coupled PMI enzyme assay, resazurin fluorescence, 20 min; active compounds read high; 1 = untreated enzyme, 0 = substrate-free blank. activation factor at 20 µM. hit rate 0.34% among 190,000. AID 1216;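 active means activation factor of 2 or more at 20 µM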
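Test system: Human PMI in coupled enzyme assay | Input: 15 ng/mL PMI | Medium: HEPES-buffered pH 7.4 with magnesium and detergent | Compound: One concentration, 20 µM, in 1% DMSO | Incubation: Enzyme reaction with compound 20 min at room temperature | Detection: Diaphorase-driven resazurin-to-resorufin fluorescence, excitation 544, emission 590 nm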
S1P3 antagonist: antagonists of human S1P3 receptor. inhibition, % at 4.98 µM. CHO S1P3 NFAT-BLA reporter, FRET fluorescence, antagonist mode. Q99500. hit rate 0.27% among 170,000;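 active means inhibition above the plate cutoff, the mean inhibition of test wells on that plate plus 3 SD, cut at about 28% in these data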;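 further: cells challenged with S1P at its EC80 of 0.8 µM; blue over green emission ratio from cleaved BLA substrate after 4 h stimulation; 0% = S1P-stimulated wells and 100% = unstimulated DMSO-only wells; some compounds past the cut are filed as inactive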
Target sequence (Q99500 whole entry, looked up): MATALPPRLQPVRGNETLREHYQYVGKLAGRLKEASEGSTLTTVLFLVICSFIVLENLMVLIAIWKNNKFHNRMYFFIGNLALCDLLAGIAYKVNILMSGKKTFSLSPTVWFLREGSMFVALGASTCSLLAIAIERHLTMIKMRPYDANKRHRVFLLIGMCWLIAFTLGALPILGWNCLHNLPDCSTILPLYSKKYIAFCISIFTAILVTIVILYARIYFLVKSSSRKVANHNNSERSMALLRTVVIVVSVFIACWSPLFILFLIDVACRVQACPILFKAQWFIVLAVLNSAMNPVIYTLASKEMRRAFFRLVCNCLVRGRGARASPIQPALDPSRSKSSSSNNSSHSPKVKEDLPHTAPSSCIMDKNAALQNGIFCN
Hsp70 act: switches on Hsp70 transcription | HeLa Hsp70 promoter luciferase reporter, luminescence; scaled: vehicle 0, proteasome-inhibitor control 100% | activation, % at 10 µM | hit rate 0.04% among 200,000 | AID 1203;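 active means activation above the mean across all tested compounds plus 3 SD, cutoff set per campaign, cut at about 5.5% in these data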;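 further: 100% = MG132 at 30 µM as the positive control and 0% = DMSO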
PMI act: increases human mannose-6-phosphate isomerase activity. activation factor at 20 µM. purified human PMI, coupled resazurin fluorescence, 20 min; active compounds read high; 1 = vehicle control, 0 substrate-free wells. P34949. hit rate 0.005% among 190,000;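 active means activation factor of 2 or more at 20 µM, relative to plate controls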
TNAP inh hiacc: blocks human TNAP under high phosphate acceptor concentration; P05186; purified TNAP, CDP-star luminescence, 1 M DEA; hit rate 0.03% among 200,000; inhibition, % at 20 µM;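 active means over 50% inhibition of tissue-nonspecific alkaline phosphatase at 20 µM in the single-dose screen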;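 further: plate controls were DMSO wells for no effect and EDTA-quenched wells as full inhibition for full effect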
Target sequence (P05186 whole entry, looked up): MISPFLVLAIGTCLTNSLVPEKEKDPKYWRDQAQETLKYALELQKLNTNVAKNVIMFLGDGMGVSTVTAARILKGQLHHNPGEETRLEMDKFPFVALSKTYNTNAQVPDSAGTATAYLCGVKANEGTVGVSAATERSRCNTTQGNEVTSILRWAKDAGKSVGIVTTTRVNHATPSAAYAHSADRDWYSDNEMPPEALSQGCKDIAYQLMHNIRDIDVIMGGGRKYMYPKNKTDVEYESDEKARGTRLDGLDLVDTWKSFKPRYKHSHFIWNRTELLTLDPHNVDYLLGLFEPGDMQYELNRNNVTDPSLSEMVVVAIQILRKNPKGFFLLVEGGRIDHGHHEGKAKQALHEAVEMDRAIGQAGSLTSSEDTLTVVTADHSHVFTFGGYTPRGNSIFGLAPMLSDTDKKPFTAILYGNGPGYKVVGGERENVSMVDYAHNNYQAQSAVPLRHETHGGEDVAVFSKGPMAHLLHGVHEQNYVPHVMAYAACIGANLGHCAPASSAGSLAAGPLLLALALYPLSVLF
DTT redox prof: compounds producing H2O2 with reducing agent – biochemical, NIH compound library profiling, artefact control for MLSCN library redox annotation, primary screen; DTT-dependent redox cycling H2O2, phenol red/HRP absorbance; 100% = 100 µM peroxide control, 0% = buffer; activation, % at 10 µM; hit rate 0.03% among 200,000;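 active means activation of at least 50% relative to the plate's high and low controls in the primary single-dose screen; inactive means activation below 50%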;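 further: compound incubated with DTT at 0.8 mM final as the reducing agent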
RAM network inh: inhibitors of the yeast RAM network | hit rate 1.8% among 190,000 | S. cerevisiae dse1pr::URA3 reporter, 5-FOA growth OD615, 2 d; analog-sensitive cbk1-as2 kinase mutant strain | inhibition, % at 50 µM;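 active means inhibition above a set limit, 3 SD over mean compound inhibition, cut at about 8.4% in these data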;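 further: 0% = DMSO-only wells with no growth and 100% = 10 µM 1-NA-PP1 full growth; inhibition rescues growth on 5-FOA so higher OD means more RAM inhibition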
TNAP inh noacc: blocks human TNAP activity with no phosphate acceptor present. P05186. inhibition, % at 20 µM. purified TNAP, CDP-star luminescence, 30 min. hit rate 0.26% among 200,000;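 active means tissue-nonspecific alkaline phosphatase inhibition above about 50% at 20 µM in the single-dose screen, limit read from the data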;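 further: 0% = DMSO negative control and 100% = EDTA positive control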
An asterisk follows results filed as active; x = no result given.

SMILES | HMGR II inh | Lmaj promast | PMI act hi M6P | S1P3 antagonist | Hsp70 act | PMI act | TNAP inh hiacc | DTT redox prof | RAM network inh | TNAP inh noacc
CCOc1ccc(S(=O)(=O)NCCCN2CCOCC2)cc1 | -6 | 92* | 1 | x | -0.1 | 1 | -4 | 0.0 | 1.2 | -6
CN1CCN(c2ccc(Cl)cc2NC(=O)/C=C/c2ccc(F)cc2)CC1 | -7 | 94* | 0.9 | -6 | 0.6 | 1 | -4 | -2.1 | 2.6 | -11
O=C(COC(=O)CCS(=O)(=O)c1ccc(Cl)cc1)NCCc1ccccc1 | -15 | -6 | 0.8 | 13 | -0.2 | 0.9 | -2 | 0.5 | 1.6 | -11
CSC(=NC#N)N1CCN(C(=NC#N)SC)CC1 | -3 | 17 | 1 | -7 | -0.2 | 1 | -2 | 0.0 | -0.2 | -2
COc1ccc(Cn2c(O)c(C=Nc3ccccc3)c3ccccc3c2=O)cc1 | -9 | 31 | 0.8 | 1 | -0.2 | 0.9 | 0 | -0.5 | 6.2 | 2
O=C(COC(=O)c1ccc2ccccc2n1)Nc1ncc(C(F)(F)F)cc1Cl | 8 | -3 | 1 | x | 0.4 | 1 | -5 | -0.1 | 1.6 | -16
Cn1c(SCC(=O)N/N=C/C=C/c2ccccc2[N+](=O)[O-])nc2ccccc21 | -8 | -3 | 0.9 | -5 | -0.4 | 0.8 | -2 | 0.8 | 4.6 | -10
c1ccc(SSc2ccccc2)cc1 | -11 | 5 | 1.1 | -10 | -0.4 | 1 | -2 | -1.1 | 1.0 | -9
CCCCCCC(=O)N/N=C/c1ccc(Br)cc1 | -1 | 18 | 0.9 | -4 | -0.1 | 0.8 | -2 | -0.4 | 1.7 | -10
COc1ccccc1CNC(=O)c1cccc(C)c1[N+](=O)[O-] | 2 | -2 | 0.8 | -4 | -0.3 | 0.8 | -8 | 0.5 | -0.2 | -18
O=C(Nc1ccccc1)N(Cc1ccccc1)Cc1ccccc1 | -2 | -1 | 1 | x | -0.3 | 1 | -7 | 2.5 | 2.3 | -14
COc1ccc(N2C(C(C)=O)=NN(c3ccccc3)C2c2cccs2)cc1 (stereo unspecified) | 0 | 7 | 0.9 | x | -0.1 | 0.9 | -6 | 1.9 | -0.7 | -8
CCNC(=O)CN1C(=O)NC(CCc2ccccc2)C1=O (stereo unspecified) | 0 | 16 | 1 | x | -0.3 | 0.9 | -7 | 1.8 | 0.8 | -12
CCC(CO)NCc1ccc(OCC(=O)Nc2cccc(C(F)(F)F)c2)c(OC)c1 (stereo unspecified) | 1 | 95* | 1 | 4 | -0.5 | 1.1 | -2 | -0.5 | 0.4 | 0
CC(C)OCCCn1c(=NC(=O)c2ccncc2)c(C#N)cc2c(=O)n3ccccc3nc21 | -4 | 34 | 1.8 | -23 | 0.0 | 1.3 | 0 | 0.0 | 0.9 | -12
CCCC(=O)Nc1cccc(Oc2nc(C)cc(C)c2C#N)c1 | 3 | 52* | 1 | x | -0.3 | 1 | -6 | 2.6 | 2.3 | 1
COc1ccc(S(=O)(=O)N(C)CC(=O)N2CCCC2)cc1Cl | -2 | 0 | 1 | -7 | -0.1 | 1 | -5 | -1.6 | -0.5 | -14
COc1ccccc1OCc1ccc(C(=O)NCC2CCCO2)o1 (stereo unspecified) | -1 | -5 | 1 | x | -0.3 | 1 | -6 | -0.3 | 1.4 | -1
CCc1nnc(NC(=O)C2CCN(S(=O)(=O)Cc3ccccc3)CC2)s1 | 2 | -6 | 1 | x | -0.3 | 0.9 | -1 | 3.3 | 2.9 | -3
CCOC(=O)CSc1ccccn1 | -6 | -7 | 1.1 | 20 | 2.1 | 1 | 0 | -0.2 | 0.5 | -10
COc1ccc(C2C(C(=O)NCc3ccccn3)CCC(=O)N2c2cc(OC)c(OC)c(OC)c2)cc1 (stereo unspecified) | 0 | -4 | 0.9 | -11 | 0.0 | 1 | -1 | -1.3 | -1.5 | -6
Cc1ccccc1OCC(=O)Nc1cc(Cl)ccc1Oc1ccccc1 | -3 | 18 | 1 | -10 | 0.0 | 0.9 | -5 | 1.3 | -1.3 | -8
N=c1nc(-c2ccccc2)ccn1O | -5 | -2 | 0.9 | -9 | -0.1 | 1 | -4 | 0.0 | 2.1 | -6
Cc1cc2cc(CN(Cc3ccco3)C(=O)NCc3ccccc3)c(=O)[nH]c2cc1C | 0 | 17 | 0.9 | 2 | 0.1 | 0.9 | -6 | 0.2 | -0.1 | -12
COc1cc(OC)c(C(=O)OCC(=O)NCCc2ccccc2)cc1OC | -3 | -3 | 1 | -7 | 0.2 | 1.1 | -5 | -2.4 | 0.0 | -15
Later entries:
SMILES | HMGR II inh | Lmaj promast | PMI act hi M6P | S1P3 antagonist | Hsp70 act | PMI act | TNAP inh hiacc | DTT redox prof | RAM network inh | TNAP inh noacc
CCc1ccc(Cc2cnc(NC(=O)C3=NCCN3)s2)cc1 | -5 | -6 | 0.8 | -33 | 0.2 | 0.8 | 0 | -3.2 | 0.5 | -81
CCN(CC)CCCNC(=O)c1nn(-c2ccccc2OC)c(=O)c2ccccc12 | -1 | -1 | 1 | -33 | -0.3 | 1 | 0 | 2.0 | 0.7 | -8
O=C(NCc1ccco1)C(=S)N1CCCC1 | -3 | -2 | 1 | -16 | -0.2 | 1 | -6 | 0.1 | 0.8 | -16
CC1Cc2ccccc2N1C(=O)COC(=O)c1ccc(Cl)nc1 (stereo unspecified) | 1 | -3 | 1 | 13 | 0.2 | 1 | -4 | -0.4 | -0.3 | -10
NC(=O)c1sc2cc(C(F)(F)F)cnc2c1-c1ccccc1 | -3 | 6 | 1 | -14 | -0.3 | 0.9 | -8 | -0.6 | 1.1 | -10
COc1ccc(C2=Nn3c(nnc3-c3cccnc3)SC2)cc1 | -7 | 40 | 1 | -9 | -0.2 | 1 | -3 | -2.4 | -1.6 | -7
FC(F)(F)c1cccc(N2CCN(CC3CC4C=CC3C4)CC2)c1 (stereo unspecified) | -7 | 82* | 1.1 | x | 0.1 | 1 | -2 | 1.8 | 1.2 | -9
CCn1c2c(c(C)cc1=O)C(=O)CC(C)(C)C2 | 1 | 14 | 1 | 6 | -0.3 | 1.1 | -3 | 0.2 | 0.0 | -10
O=C(O)c1cc(S(=O)(=O)N2CCOCC2)c(Sc2ccccn2)cc1Sc1ccccn1 | -1 | -8 | 1 | -37 | 0.0 | 1.1 | -6 | -3.2 | 0.0 | -6
COc1ccc(-c2nn3c(-c4ccccc4)nnc3s2)cc1OC | -5 | 4 | 1 | -3 | -0.3 | 1 | 1 | -2.4 | 6.5 | -10
COc1ccc(-c2nc3cc(NC(=O)Cc4ccc(OC)c(OC)c4)ccc3o2)cc1 | 2 | 1 | 0.8 | 12 | 0.6 | 0.9 | -24 | 4.2 | 1.6 | -95
Cc1cc(Cl)ccc1OCCCC(=O)NN | 0 | -8 | 1 | -9 | -0.2 | 0.9 | -4 | 0.2 | -0.3 | -6
CCOC(=O)C1CCN(C(=O)c2ccccc2NC(=O)c2ccc(Cl)cc2)CC1 | 2 | 40 | 1 | 3 | -0.6 | 1 | -2 | -0.7 | 2.9 | -9
Cc1ccc(-c2csc(Nc3ccc(S(N)(=O)=O)cc3)n2)o1 | -4 | 11 | 0.8 | 2 | -0.3 | 0.7 | -2 | -1.0 | 0.1 | -14
Cc1nnc(C)n1/N=C/c1ccc(O)cc1 | -3 | 1 | 1 | x | -0.3 | 1.1 | -6 | -4.2 | -0.5 | -9
CCCOc1ccc(N2C(=O)CC(N3CCN(c4ccccc4F)CC3)C2=O)cc1 (stereo unspecified) | -1 | -11 | 1 | 23 | 0.0 | 1.1 | -2 | 0.9 | 1.2 | 9
Cc1cc(N2CCOCC2)ccc1/C=C1\SC(=O)N(C(C)C)C1=O | -1 | 5 | 1 | x | 0.5 | 1.1 | 2 | -4.0 | 11* | 8
CC(=O)N[C@@H](Cc1c[nH]c2ccccc12)C(=O)OCC(=O)Nc1ccc(Cl)c(S(=O)(=O)N(C)C)c1 | -9 | 4 | 0.9 | -4 | -0.3 | 0.9 | -6 | -1.7 | -0.7 | -4
COCCCNC(=O)CCN1C(=O)COc2ccccc21 | -3 | 5 | 1.1 | -13 | 0.1 | 1 | -5 | -0.2 | 1.9 | -10
Cc1cccc(C)c1NC(=O)C(c1ccc([N+](=O)[O-])cc1)N1CCCCC1 (stereo unspecified) | 6 | 8 | 1.1 | x | -0.1 | 1 | -3 | -4.1 | 1.3 | -10
CCn1c(COc2ccccc2Cl)nnc1SCC(=O)Nc1ncccc1C | -2 | -6 | 1 | -8 | -0.2 | 1 | -1 | 0.0 | 0.1 | -6
Cc1ccc(C(=O)NC(C)c2ccc3c(c2)OCO3)s1 (stereo unspecified) | 13* | 4 | 0.9 | -12 | -0.1 | 1 | -3 | -0.1 | 2.2 | 0
CCOC(=O)Nc1ccc(=O)n(Cc2c(Cl)cccc2Cl)c1 | -2 | 14 | 0.5 | x | -0.1 | 1 | -1 | 1.3 | 0.0 | 2
O=C(NCc1ccccc1)C(=O)NCC1COc2ccccc2O1 (stereo unspecified) | -1 | -3 | 1.1 | x | 0.0 | 1 | 5 | 0.9 | 2.6 | -3
Cc1cc(NC(=O)C2C3C(=O)N(Cc4ccc(Cl)cc4)C(C(=O)NC4CCCCC4)C34C=CC2(C)O4)no1 (stereo unspecified) | 3 | -4 | 1.1 | x | -0.3 | 1 | -5 | 2.3 | -0.1 | -9
More records.
SMILES | HMGR II inh | Lmaj promast | PMI act hi M6P | S1P3 antagonist | Hsp70 act | PMI act | TNAP inh hiacc | DTT redox prof | RAM network inh | TNAP inh noacc
O=S(=O)(c1ccc2ccccc2c1)N1CCN(Cc2ccccn2)CC1 | 0 | -6 | 1 | -7 | -0.4 | 1 | -3 | 0.0 | 0.0 | -7
CCNC(=S)N/N=C/c1ccc(OCC(=O)Nc2ccc(C)cc2)cc1 | -1 | 1 | 0.9 | x | -0.6 | 0.9 | -2 | 0.1 | 2.7 | 2
O=C(CSc1nnc(COc2ccc(Cl)cc2)o1)N1CCOCC1 | -1 | -1 | 1.2 | -3 | -0.2 | 1.2 | -5 | -1.7 | 0.1 | -1
CCOCC(=O)Nc1nnc(COCC)s1 | 1 | -9 | 1 | -7 | -0.2 | 1 | -2 | 1.2 | 0.5 | -12
O=C(NCc1cccs1)C1CCN(c2ccc(S(=O)(=O)N3CCOCC3)cc2Cl)CC1 | 2 | 18 | 0.8 | -3 | -0.2 | 0.9 | -4 | -0.1 | 3.0 | -6
C=CCOC(=O)C1=C[C@@H](c2coc3ccccc3c2=O)C[C@@H](OCc2ccc(CO)cc2)O1 | -7 | 32 | 0.9 | -12 | -0.1 | 1 | -1 | -0.3 | 3.4 | 8
c1ccc2[nH]c(-c3nc4ccccc4[nH]3)nc2c1 | 1 | 34 | 1.1 | -27 | -0.2 | 1 | -1 | 0.2 | 2.6 | -54
COc1ccc(C)cc1NC(=O)C(OC(=O)c1cccc(S(=O)(=O)N(C)c2ccccc2)c1)c1ccccc1 (stereo unspecified) | -6 | 98* | 0.8 | -3 | -0.1 | 0.9 | -7 | 0.9 | 3.8 | -10
